Assay outcomes from PubChem BioAssay.
ABHD5 PLIN5 PPI – ABHD5-PLIN5 interaction inhibitors, primary screen, cell lysate, split luciferase complementation, luminescence. Perilipin-5 (Homo sapiens) + 1-acylglycerol-3-phosphate O-acyltransferase ABHD5 (Homo …. Split G. princeps luciferase complementation, 4 h. inhibition, % at 4 µM. 0.78% of 360,000 active;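 active = inhibition above the mean inhibition across every tested compound plus 3 SD, cut at about 22% in these data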;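 note: 0% = DMSO only wells and the 100% control is not disclosed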
TLR9-MyD88 inh – inhibitors of TLR9-MyD88 association in cells, primary screen, cell-based, CHO, BLA complementation, fluorescence | CCF4 FRET ratio | AID 504734, 2011 | 0.21% of 340,000 active | inhibition, % at 4.98 µM | Toll-like receptor 9 (Homo sapiens) + Myeloid differentiation primary response protein …;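 active = inhibition above the mean over all tested compounds plus 3 SD, cut at about 21% in these data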;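 note: 0% = DMSO only wells and 100% = clavulanate BLA inhibitor control wells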
SRC1 inh – SRC1 coactivator transcriptional activity inhibitors, primary screen, cell-based, luminescence; 0.12% of 360,000 active; Nuclear receptor coactivator 1 (Homo sapiens), Q15788; inhibition, % at 3.6 µM; HEK293 GAL4-SRC1 luciferase reporter;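 active = inhibition above the campaign mean plus 3 SD, with each screening campaign given its own cutoff, cut at about 60% in these data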;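 note: 0% = DMSO treated cells and 100% = gossypol at 36 µM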
LRH-1 inv ag – LRH-1 (NR5A2) inverse agonists, primary screen, cell-based, luminescence, HEK293T, StAR-luciferase reporter; LRH-1 transfected, 24 h; inhibition, % at 3.6 µM; 0.13% of 360,000 active;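 active = inhibition above the mean inhibition of all tested compounds plus 3 SD, cut at about 73% in these data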;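 note: 0% = DMSO wells and 100% = reporter-only cells lacking LRH-1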
MC4R ag barr – MC4R agonists recruiting beta-arrestin, primary screen, cell-based, luminescence, agonist arm of biased-ligand search. Melanocortin receptor 4 (Homo sapiens), P32245. U2OS MC4R beta-arrestin complementation; percent of melanotan II response, DMSO zero. activation, % at 8.9 µM. 0.98% of 360,000 active. AID 540308, 2011;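 active = activation above a per-plate cutoff, the mean activation of sample wells on that plate plus 3 SD, cut at about 8% in these data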
SRC3 inh – SRC3 coactivator transcriptional activity inhibitors, primary screen, cell-based, luminescence; Nuclear receptor coactivator 3 (Homo sapiens), Q9Y6Q9; 0.17% of 360,000 active; HEK293 GAL4-SRC3 luciferase reporter; inhibition, % at 3.6 µM;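 active = inhibition above a per-campaign cutoff, the mean of all compounds plus 3 SD, cut at about 60% in these data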;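 note: 0% = DMSO-treated cells and 100% = gossypol-treated cells at 36 µM; higher means less SRC3-driven luciferase light from the GAL4 reporter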
NOD2-RIPK2 inh – NOD2-RIPK2 binding disruptors in cells, primary screen, fluorescence, CHO cells, BLA complementation | CCF4 ratio | inhibition, % at 4.98 µM | 0.38% of 360,000 active | AID 624267, 2012; in the data active = inhibition above about 21%;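 note: 0% = vehicle only and 100% = reference blocker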
NR2F2 inh – NR2F2 transcriptional activity inhibitors, primary screen, cell-based, luciferase reporter, HEK293T, luminescence; HEK293T NGFI-A luciferase reporter; inhibition, % at 8.6 µM; 0.7% of 370,000 active; AID 686940, 2013;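 active = inhibition above a per-plate cutoff, mean inhibition of test wells between control levels plus 3 SD, cut at about 38% in these data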;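 note: cells cotransfected with COUP-TFII expression vector driving the NGFI-A reporter; 0% = median of COUP-TF2 test wells and 100% = reporter-only cells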
MC4R antag cAMP – MC4R antagonists of cAMP signaling, primary screen, cell-based, TR-FRET, antagonist arm of biased-ligand search; MC4R-expressing cells, MTII-stimulated cAMP, LANCE TR-FRET; AID 540295, 2011; inhibition, % at 6.5 µM; Melanocortin receptor 4 (Homo sapiens), P32245; 0.48% of 360,000 active;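 active = inhibition above its plate's cutoff, the mean of tested wells on that plate plus 3 SD, cut at about 29% in these data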;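 note: 0% = Melanotan II alone and 100% = Melanotan II plus saturating MCL0020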
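System – human MC4R-expressing U2OS cells · Also added – Melanotan II · Dosing – one concentration, 6.5 µM nominal · Timing – 30-min compound, 1-h challenge, 1-h detection, room temperature · Measured by – Eu-cAMP/anti-cAMP TR-FRET, emission 671 nm · Replicates – singlicate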
SRC2 inh – inhibition of GAL4-SRC2 driven luciferase reporter, primary screen, SRC2 inhibitor project, cell-based, luminescence. inhibition, % at 9 µM. 0.17% of 370,000 active. HEK293 GAL4-SRC2 luciferase reporter;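 active = inhibition above the mean inhibition of all tested compounds plus 3 SD, set per campaign, cut at about 52% in these data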;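 note: 0% = DMSO treated cells and 100% = cells given Gossypol at 36 µM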
Target sequence (Q15596 whole entry, looked up, the tested form may be a part): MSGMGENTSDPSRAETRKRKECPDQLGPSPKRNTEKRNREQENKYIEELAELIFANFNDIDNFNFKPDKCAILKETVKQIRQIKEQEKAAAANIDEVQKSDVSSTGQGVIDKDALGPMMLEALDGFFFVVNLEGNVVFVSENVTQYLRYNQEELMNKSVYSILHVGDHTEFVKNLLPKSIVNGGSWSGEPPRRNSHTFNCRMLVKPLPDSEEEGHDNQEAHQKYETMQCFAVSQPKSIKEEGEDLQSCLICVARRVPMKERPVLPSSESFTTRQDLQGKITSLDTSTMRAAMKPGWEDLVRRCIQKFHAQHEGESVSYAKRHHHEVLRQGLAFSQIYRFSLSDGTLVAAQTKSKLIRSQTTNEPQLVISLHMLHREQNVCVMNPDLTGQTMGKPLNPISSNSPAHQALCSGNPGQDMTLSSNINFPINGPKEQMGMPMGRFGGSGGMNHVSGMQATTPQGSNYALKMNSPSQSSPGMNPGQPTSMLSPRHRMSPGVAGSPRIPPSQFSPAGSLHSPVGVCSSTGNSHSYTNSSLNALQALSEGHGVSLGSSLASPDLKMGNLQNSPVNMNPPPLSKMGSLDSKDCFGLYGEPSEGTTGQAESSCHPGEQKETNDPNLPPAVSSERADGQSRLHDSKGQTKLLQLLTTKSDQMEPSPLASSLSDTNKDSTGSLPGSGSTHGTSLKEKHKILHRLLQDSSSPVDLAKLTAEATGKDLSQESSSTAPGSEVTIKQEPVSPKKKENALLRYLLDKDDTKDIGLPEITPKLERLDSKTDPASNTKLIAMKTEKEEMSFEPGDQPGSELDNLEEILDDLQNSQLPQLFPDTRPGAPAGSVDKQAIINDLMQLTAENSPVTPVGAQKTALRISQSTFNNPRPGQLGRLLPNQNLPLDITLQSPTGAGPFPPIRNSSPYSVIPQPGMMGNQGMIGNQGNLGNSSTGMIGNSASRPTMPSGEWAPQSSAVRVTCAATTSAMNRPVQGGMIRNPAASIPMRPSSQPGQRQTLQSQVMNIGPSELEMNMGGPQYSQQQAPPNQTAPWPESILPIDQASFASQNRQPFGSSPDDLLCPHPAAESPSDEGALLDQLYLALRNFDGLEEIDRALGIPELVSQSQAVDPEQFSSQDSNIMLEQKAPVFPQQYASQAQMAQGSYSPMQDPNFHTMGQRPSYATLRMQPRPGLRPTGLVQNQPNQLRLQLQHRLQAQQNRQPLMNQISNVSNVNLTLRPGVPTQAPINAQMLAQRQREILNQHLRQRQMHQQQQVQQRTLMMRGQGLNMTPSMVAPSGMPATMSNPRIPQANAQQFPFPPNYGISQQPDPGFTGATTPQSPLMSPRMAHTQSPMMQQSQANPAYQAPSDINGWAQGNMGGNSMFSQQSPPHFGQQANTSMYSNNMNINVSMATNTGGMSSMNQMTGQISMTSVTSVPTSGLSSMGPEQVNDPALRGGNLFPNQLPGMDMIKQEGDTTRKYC
LMP1 NFkB inh – EBV LMP1-driven NF-kappaB luciferase reporter inhibitors, primary screen, cell-based, luminescence, single point; LMP1-induced NF-kappaB luciferase reporter cells; inhibition, % at 12.5 µM; 0.69% of 350,000 active; in the data active = inhibition above about 41%;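 note: 0% = neutral control wells and 100% = reference inhibitor control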
An asterisk follows results filed as active; i = inactive; nt = not tested or not shown.

SMILES	ABHD5 PLIN5 PPI	TLR9-MyD88 inh	SRC1 inh	LRH-1 inv ag	MC4R ag barr	SRC3 inh	NOD2-RIPK2 inh	NR2F2 inh	MC4R antag cAMP	SRC2 inh	LMP1 NFkB inh
Cc1ccc(N2Cc3ccccc3OC(C)C2=O)cc1 (stereo not given)	-3	4	-7	14	-0.5	3	-8	7	-1	-20	4
CCCN(CC(=O)Nc1ccccc1C)C(=O)c1ccc(N2CCCCC2)c([N+](=O)[O-])c1	0	-5	10	-12	-1.3	5	0	5	-4	0	6
NC(=O)NC(c1ccccc1)c1ccccc1F (stereo not given)	-8	-3	-2	-9	2.8	-4	3	-10	18	12	5
COCCn1nnnc1SCC(=O)NCc1ccc2c(c1)OCO2	-9	1	7	4	-2.1	14	8	-1	-1	-14	-3
CCc1ccccc1Nc1cc(C(=O)NCc2ccccn2)c2ccccc2n1	2	-1	-29	1	-0.4	7	1	8	-2	-1	-2
COc1ccc(CN2CNc3nc4ccccc4n3C2)cc1	-2	-5	10	-2	-0.3	5	-2	-6	4	-23	1
O=C(NC1CCS(=O)(=O)C1)c1cc2c(=O)n3ccccc3nc2n1Cc1ccccc1 (stereo not given)	1	-5	7	-14	-0.5	-14	-4	1	12	-62	-29
O=C1CCN(Cc2ccc([N+](=O)[O-])cc2)CCN1[C@H](CO)c1ccccc1	-1	5	10	-8	-1.4	0	4	13	-3	-7	0
COc1ccccc1NC(=O)CSc1nnc(CNC(=O)c2cccs2)o1	-3	-4	12	-6	0.2	22	-1	-36	1	3	-3
CC(C)(Oc1ccc(CCNC(=O)c2ccc(Cl)cc2)cc1)C(=O)O	-1	0	-5	-12	-1.1	-26	0	6	0	12	-6
CCOC(=O)C1=C(C)NC(C)=C(C(=O)OCC)C1c1cccc(C)n1	-4	5	2	5	-0.9	1	-2	-30	3	1	1
COc1ccccc1COCC(O)CN1CCN(S(=O)(=O)c2cccc(F)c2)CC1 (stereo not given)	2	-1	-18	2	-1.1	9	1	-26	3	20	-1
O=C(CSc1nc(=O)n2ccccc2n1)N1CCN(c2ccccc2)CC1	8	2	-3	8	4.5	-7	8	-8	1	-3	6
O=C(O)Cc1ccc2c(c1)N(S(=O)(=O)c1cccc(C(F)(F)F)c1)CC(C(=O)O)O2 (stereo not given)	-1	-1	-25	14	-0.7	2	-4	7	-4	-1	-8
O=C(Cc1ccccc1)NCC1CCCO1 (stereo not given)	2	2	-24	0	4.1	-7	2	1	-6	4	3
CC(=O)Nc1n[nH]c(=S)s1	6	-6	7	5	-1.3	5	-6	-2	7	-19	-10
CC(C)[C@H](NC(=O)N1CCC(Cc2ccccc2)CC1)C(=O)O	2	3	14	21	-1.1	-18	-8	0	-1	-17	12
CC(=NNC(=O)CSc1nc2ccccc2o1)c1ccco1	-8	-5	-39	-38	-1.7	-48	-4	2	2	-25	-12
O=C(OC1C2CCC1C1CN(CCc3ccccc3)CC12)c1ccccc1 (stereo not given)	2	-2	-5	-3	0.3	34	-7	-1	3	12	-6
CCc1ccc2c(c1)C(=O)c1ccccc1C2=O	3	13	-178	-101	-0.6	-92	1	-46	-1	-42	-23
c1cncc(C2SCCCS2)c1	-12	5	1	-5	-2.2	0	1	-14	-8	1	29
O=C(NCc1ccccc1)c1ccc2c(c1)C(=O)N(Cc1ccncc1)C2=O	-4	5	-3	-16	-0.1	13	-7	16	1	13	0
C=CCc1cccc(/C=C/c2cc(=O)c3ccccc3[nH]2)c1O	4	-1	-40	-55	0.8	-32	-12	1	18	-19	-5
CC(=O)n1nc(-c2ccccc2)nc1NCc1cccs1	4	-2	-38	-55	-1.4	-32	4	-23	8	-49	-3
COc1cccc(CC(=O)OCC(=O)c2cc(OC)ccc2OC)c1	0	1	-18	5	-0.5	-41	3	-9	-5	-7	2
O=C(/C=C/c1ccccc1)OCCCCN=C1NS(=O)(=O)c2ccccc21	4	4	-2	-14	0.1	7	1	20	3	4	1
O=C1c2ccccc2C(=O)N1CC(O)CNc1ccc(Br)cc1 (stereo not given)	-5	7	7	-11	-0.2	20	-1	9	0	18	-7
Cc1oc(-c2cccs2)cc1C(=O)N1CCCC(C)(C(=O)O)C1 (stereo not given)	1	nt	-2	-1	5.5	-18	1	2	2	-2	nt
C[C@@H]1CCCCO[C@H](CN(C)S(=O)(=O)c2ccccc2)[C@@H](C)CN([C@H](C)CO)C(=O)c2cc(NC(=O)Cc3ccccc3)ccc2O1	3	3	-7	2	0.3	0	15	-10	7	5	-4
C(=N\Nc1ccccn1)/c1cccnc1	4	0	-20	2	-1.4	-6	1	-9	-4	0	2
Nc1nc(SCc2ccc(Cl)cc2)ns1	1	-2	-35	-36	-1.5	-2	-7	-13	21	-24	-9
Cc1cc(NS(=O)(=O)c2ccc(NC(=O)/C=C/c3ccco3)cc2)nc(C)n1	-1	-4	20	4	1.7	-3	10	3	-5	28	0
CC(C)(C)C(=O)c1c(N)[nH]c(C(=O)c2ccccc2)c1-c1c(F)cccc1F	-7	nt	nt	-4	nt	nt	-7	13	nt	2	nt
Cc1c(NC(C)C)c(=O)n(-c2ccccc2)n1C	3	-11	7	11	-1.3	3	-5	3	8	3	-45
CC(C)Oc1ccc(C(=O)NC(=S)N2CCOCC2)cc1	-4	12	-9	-42	-1.4	-8	5	-20	-2	-14	3
CC(=O)c1cccc(NC(=O)C(C)OC(=O)CCN=C2NS(=O)(=O)c3ccccc32)c1 (stereo not given)	-4	-3	8	12	-2.3	4	-5	14	3	17	4
O=C(NC1CCCCC1)C(C1CC1)N1CCc2ccccc2C1 (stereo not given)	0	nt	-15	-3	nt	20	4	13	nt	14	nt
CC(C)Cc1ccc(CN2CCCC(NC(=O)CCn3cnnn3)C2)cc1 (stereo not given)	-2	-5	-22	-12	-2.9	-5	-3	1	8	-49	-4
CCOC(=O)C1=C(COC(=O)c2cc(S(=O)(=O)N(C)C)ccc2C)NC(=O)NC1C (stereo not given)	2	-5	14	18	1.3	-6	-45	-2	-3	3	0
Cc1cc(N(CC(=O)O)S(C)(=O)=O)ccc1Br	4	-11	-2	4	0.6	-3	-5	-1	12	5	-2
CN(C)CCNC(=O)c1ccc(Cl)c2cc3ccccc3nc12	7	-1	44	56	-0.7	-11	-2	-77	-26	i	21
Cn1cc(Br)c(C(=O)Nc2sc3c(c2C(N)=O)CCC3)n1	10	-17	-54	-49	-0.5	-41	-5	-38	-16	-71	-11
COC(=O)c1oc2nc(C)cc(C)c2c1N	0	-7	-5	6	-1.3	-1	-72	5	0	9	-36
C/C(=C\C(=S)Nc1ccccc1)Nc1cccc2ccccc12	-25	5	-37	12	-0.2	-32	-1	-8	2	-6	-15
O=C(CSc1ccccc1C(=O)O)NC1CCCCCCC1	5	-8	4	7	-1.5	-6	-3	-5	8	-13	-4
Cc1ccc(CCN2CC(C(=O)NC(C)C)CC2=O)cc1 (stereo not given)	1	0	0	8	-1.8	-10	-8	-11	-7	-18	2
COC(=O)Cc1c(C)nc2nc(NCc3cccc([N+](=O)[O-])c3)[nH]n2c1=O	-1	-3	15	-12	-1.9	-4	-5	13	9	-12	6
CCCc1cn(S(=O)(=O)c2ccc(OC)cc2OC)nc1N	2	5	15	23	0.2	-7	5	12	5	23	-9
O=C(Nc1ccc(F)cc1)C(c1ccccc1OC(F)(F)F)N1CCN(C(=O)c2ccco2)CC1 (stereo not given)	-4	nt	nt	-10	nt	nt	-7	1	nt	17	nt
C=CCOc1ccc(Br)cc1/C=C1/SC(=Nc2ccc(C(=O)O)cc2)NC1=O	8	4	-8	-16	-1.6	4	-2	-9	24	-5	-14
CN1CCN(Cc2c(O)ccc3c2oc(=O)c2ccccc23)CC1	0	0	-10	-2	-0.8	-19	1	4	8	-4	-3
O=C(COC(=O)/C=C/c1ccc([N+](=O)[O-])cc1)NC1CCCCC1	13	1	-4	-9	2.0	-1	-6	3	10	-23	3
Cc1cccc(C(=O)NCC(=O)N(C)Cc2nc3ccccc3c(=O)[nH]2)c1	7	0	-20	-7	-0.8	12	-2	-21	1	-18	-5
COc1ccc(C(=O)NCc2nnc(SCC(=O)Nc3cccc(OC)c3)o2)cc1	4	1	6	7	2.0	17	-2	-12	-1	0	0
O=C(CCCCCn1c(SCC(=O)c2ccccc2)nc2ccccc2c1=O)NCc1ccco1	7	4	5	15	28*	28	5	8	11	27	11
O=C(c1cccc(C(F)(F)F)c1)C1CCCN(C(=O)Cn2cncn2)C1 (stereo not given)	0	0	-24	2	-2.7	8	10	-3	7	-7	-4
COc1ccc(CNC(=O)COC(=O)c2c[nH]c(=O)[nH]c2=O)cc1OC	6	-3	4	5	-1.6	9	-17	-10	1	-21	-1
C1CN=C(NC23CC4CC(CC(C4)C2)C3)C1	-1	-14	-5	-5	-1.7	9	0	0	28	23	-26
COC(=O)c1c(NC(=O)CSc2nc3ccccc3c(=O)n2-c2ccccc2)sc(C)c1C	-2	-17	-26	1	-0.7	10	-1	0	-3	-40	18
COc1cc2c(cc1OC)C(c1cccs1)N(C(=O)c1cccnc1)CC2 (stereo not given)	-2	2	-11	23	-0.9	15	4	0	-31	-26	-8

(further entries)
SMILES	ABHD5 PLIN5 PPI	TLR9-MyD88 inh	SRC1 inh	LRH-1 inv ag	MC4R ag barr	SRC3 inh	NOD2-RIPK2 inh	NR2F2 inh	MC4R antag cAMP	SRC2 inh	LMP1 NFkB inh
O=C(Nc1ccc(F)cc1)c1cnc(-c2ccccc2)nc1-c1ccccc1	2	1	-5	3	7.9	2	-4	-6	12	-26	-6
COc1ccc(Sc2nnc(Cc3ccccc3)c3ccccc23)cc1	4	-12	-7	4	3.1	-18	1	-12	17	2	3
Cc1ccccc1NC(=S)N1CCN(Cc2ccc3c(c2)OCO3)CC1	-3	7	-1	17	-2.4	6	-5	3	10	-27	7
Cc1ccc(S(=O)(=O)c2cc3c(=O)n4ccccc4nc3n(CC3CCCO3)c2=N)cc1C (stereo not given)	2	-8	8	4	-1.6	9	-8	-5	3	17	6
COCCOC(=O)c1c(NC(=O)CN2CCOCC2)sc(C(N)=O)c1C	-1	-7	-5	-5	-1.2	14	8	9	15	13	5

This is a subset; count on the stated rates, not on these rows.
